EBV gp42 inh – inhibitors of Epstein-Barr virus glycoprotein 42. Fluorescence polarization binding assay, mP read-out. actives 0.42% (n = 220,000). AID 1085. Q1HVG2. inhibition, % (tested at 21.74 µM); in the data active = inhibition above about 50%
Hck-Nef inh – human Hck-Nef kinase inhibition | Recombinant Hck-YEEI plus Nef, Z-Lyte FRET kinase assay | actives 0.68% (n = 220,000) | inhibition, % at 20 µM;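 active = Hck-Nef kinase inhibition above about 50%, limit read from the data; inactive = inhibition below that limit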;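 also: 0% = DMSO with Hck plus Nef and 100% = Hck alone without Nef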
Target sequence (P08631 whole entry, looked up): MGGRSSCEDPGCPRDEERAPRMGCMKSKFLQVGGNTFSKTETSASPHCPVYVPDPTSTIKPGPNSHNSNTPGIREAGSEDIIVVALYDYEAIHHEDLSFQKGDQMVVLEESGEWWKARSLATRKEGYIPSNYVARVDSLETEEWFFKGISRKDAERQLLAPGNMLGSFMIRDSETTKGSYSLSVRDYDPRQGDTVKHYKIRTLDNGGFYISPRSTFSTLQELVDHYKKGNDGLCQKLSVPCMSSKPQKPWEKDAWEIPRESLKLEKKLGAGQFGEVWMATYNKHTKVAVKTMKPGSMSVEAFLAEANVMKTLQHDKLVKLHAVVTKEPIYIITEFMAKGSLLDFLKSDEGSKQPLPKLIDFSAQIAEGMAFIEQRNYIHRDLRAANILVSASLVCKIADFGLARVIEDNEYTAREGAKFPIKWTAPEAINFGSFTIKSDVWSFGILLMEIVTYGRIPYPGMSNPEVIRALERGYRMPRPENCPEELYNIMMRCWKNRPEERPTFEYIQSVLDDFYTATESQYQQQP
Runt-SMMHC FRET – inhibitors of human RUNX1 Runt domain binding to CBFb-SMMHC. Q01196+Q13951. Cerulean-Runt/Venus-CBFb-SMMHC FRET ratio 530/480, 1 h. inhibition, % at 20 µM. actives 0.74% (n = 220,000). AID 1434;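 active = mean inhibition across duplicate retests at 20 µM reaching about 50%, limit read from the data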;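 also: 0% = DMSO wells and 100% = wells with excess untagged CBFb-SMMHC; inhibitors lower the FRET ratio by blocking Runt binding to CBFb-SMMHC; some results filed as inactive read as strong as hits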
Runt-CBFb FRET – inhibitors of human RUNX1 Runt domain binding to CBFb; Q01196+Q13951; Cerulean-Runt/Venus-CBFb FRET ratio 530/480, 1 h; inhibition, % at 20 µM; actives 0.46% (n = 220,000);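 active = inhibition over about 50% at 20 µM in the single-dose screen, limit read from the data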;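 also: 0% = DMSO wells and 100% = excess unlabeled CBFb competitor control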
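Measured by: fluorescence energy transfer, 422 nm excitation, 530/480 nm emission; test system: Cerulean-tagged RUNX1 Runt domain (FRET donor) fusion protein; buffer or medium: Tris pH 7.5 buffer with BSA; compound: one dose, 20 µM compound, 1% DMSO; times: two 1 h room-temperature incubations shielded from light; benchmarks: unlabeled CBFb 5 µM, positive control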
Tb hexokinase – blocks Trypanosoma brucei hexokinase 1 activity. actives 0.11% (n = 220,000). recombinant TbHK1, G6PDH-coupled NADH A340. inhibition, % at 10 µM. AID 1430;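 active = inhibition of 50% or more in the single-dose primary screen; inactive = inhibition below 50%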
14-3-3 Bad inh – disrupts binding of bovine 14-3-3 zeta to phospho-Bad peptide; AID 781; actives 0.71% (n = 220,000); inhibition, % at 21.7 µM; TR-FRET 14-3-3zeta/Dy647-pBad peptide displacement, 1 h; P63103;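 active = inhibition above about 70%, limit read from the data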;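 also: 0% = full 14-3-3 plus peptide FRET controls and 100% = background without 14-3-3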
L929 necroptosis – blocks zVAD induced death of L929 cells; L929 zVAD necroptosis rescue, ATP luminescence, 24 h; with zVAD 60 µM; viability rescue, % at 10 µM; actives 0.38% (n = 220,000); AID 1377;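 active = activation, scaled between plate controls, above about 75%, limit read from the data; inactive = activation under that limit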;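 also: 0% = zVAD with DMSO and 100% = DMSO alone without zVAD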
MDM2 E3 inh – Mdm2 E3 ligase (human) inhibition | Q00987 | cell-based MDM2 ubiquitination luciferase reporter, 2 h; 0 = plate control, 100 = twice control, blank-subtracted | signal enhancement, % at 5 µM | actives 0.11% (n = 210,000) | AID 1230;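 active = signal enhancement of 30% or more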;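 also: luminescence tracks abundance of the self-degrading MDM2-luciferase fusion protein; higher signal means inhibition of MDM2 E3 ligase activity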
Target sequence (Q00987 whole entry, looked up, the tested form may be a part): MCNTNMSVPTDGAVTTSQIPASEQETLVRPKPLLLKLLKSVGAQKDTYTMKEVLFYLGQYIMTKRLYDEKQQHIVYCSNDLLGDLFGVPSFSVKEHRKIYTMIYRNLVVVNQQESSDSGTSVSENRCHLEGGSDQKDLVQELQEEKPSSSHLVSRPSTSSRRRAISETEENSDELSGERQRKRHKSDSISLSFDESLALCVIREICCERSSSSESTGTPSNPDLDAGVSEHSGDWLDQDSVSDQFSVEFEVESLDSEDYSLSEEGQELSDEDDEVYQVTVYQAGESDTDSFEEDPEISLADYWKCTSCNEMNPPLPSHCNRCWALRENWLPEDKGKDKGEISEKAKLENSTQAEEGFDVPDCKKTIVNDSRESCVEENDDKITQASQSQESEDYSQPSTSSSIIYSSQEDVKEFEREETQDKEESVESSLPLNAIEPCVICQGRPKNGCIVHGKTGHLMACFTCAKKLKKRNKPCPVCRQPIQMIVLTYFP
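Timing – 2 h compound exposure at 37 °C · Assay system – mammalian cells stably expressing self-ubiquitinating, self-degrading MDM2 E3–luciferase fusion · Amount – 2000 cells seeded into each well · Measure – % luminescence enhancement versus blank-corrected plate control mean · Measured by – SteadyLite luminescence, 15 min reagent step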
p47phox inh – p47phox (human) inhibition. P14598. p47phox/p22phox peptide binding, fluorescence polarization, 2 h. inhibition, % at 24.7 µM. actives 0.53% (n = 220,000);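 active = inhibition above about 30%, limit read from the data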;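 also: 0% = p47phox with labelled peptide and 100% = labelled peptide alone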
* = called active by the depositor; [ ] = dose if it differs, or a comment. Compounds were not picked by outcome; 3.2% or so of the library scored in one or more.

Screening NS(=O)(=O)c1ccc(NC(=O)COC(=O)C2(c3ccc(F)cc3)CCCC2)cc1 returned EBV gp42 inh -2, Hck-Nef inh 2, Runt-SMMHC FRET -7, Runt-CBFb FRET 0, Tb hexokinase 35, 14-3-3 Bad inh 2, L929 necroptosis -0.3, MDM2 E3 inh 1 and p47phox inh -16.
Screening O=c1[nH]c2ccc(N=Cc3c(O)ccc4cc(Br)ccc34)cc2[nH]1 returned EBV gp42 inh 82*, Hck-Nef inh 63*, Runt-SMMHC FRET 26, Runt-CBFb FRET -9, Tb hexokinase -3, 14-3-3 Bad inh 64, L929 necroptosis 0.8, MDM2 E3 inh -4 and p47phox inh -37.
CCOc1ccc(NC(=O)Nc2cccs2)cc1 was read as EBV gp42 inh -8, Hck-Nef inh 1, Runt-SMMHC FRET -2, Runt-CBFb FRET 10, Tb hexokinase -5, 14-3-3 Bad inh -11[fluorescence artefact?], L929 necroptosis 0.9, MDM2 E3 inh -6 and p47phox inh -15.
For O=C(Nc1cccc(-c2ccccc2)c1)N1CCN(C(=O)Nc2cccc(-c3ccccc3)c2)CC1 the results were EBV gp42 inh -13, Hck-Nef inh 12, Runt-SMMHC FRET -7, Runt-CBFb FRET -1, Tb hexokinase -2, 14-3-3 Bad inh 0, L929 necroptosis 0.3, MDM2 E3 inh -9 and p47phox inh -6.
Screening O=C(NNC(=O)c1csc(-c2cnccc2C(F)(F)F)n1)c1ccc(C(F)(F)F)cc1 returned EBV gp42 inh -5, Hck-Nef inh -2, Runt-SMMHC FRET 0, Runt-CBFb FRET -1, Tb hexokinase -13, 14-3-3 Bad inh -7, L929 necroptosis 2.5, MDM2 E3 inh -5 and p47phox inh 1.
Screening O=C(Cc1ccc2c(c1)OCCO2)N1CCN(S(=O)(=O)c2cccs2)CC1 returned EBV gp42 inh -16, Hck-Nef inh 22, Runt-SMMHC FRET -4, Runt-CBFb FRET 2, Tb hexokinase 0, 14-3-3 Bad inh -1, L929 necroptosis -0.2, MDM2 E3 inh -9 and p47phox inh -6.
Screening N#C/C(=C(/O)CCl)c1nc2ccccc2[nH]1 returned EBV gp42 inh 26, Hck-Nef inh 1, Runt-SMMHC FRET 36, Runt-CBFb FRET 16, Tb hexokinase -1, 14-3-3 Bad inh -23, L929 necroptosis -0.2, MDM2 E3 inh 2 and p47phox inh -20.
`CCN(CC)CCCN1C(=O)C(O)=C(C(=O)c2ccco2)C1c1ccc(OC(C)C)cc1` (configuration not stated) gave EBV gp42 inh -17, Hck-Nef inh 7, Runt-SMMHC FRET -2, Runt-CBFb FRET -2, Tb hexokinase -8, 14-3-3 Bad inh 11, L929 necroptosis 1.2, MDM2 E3 inh -3 and p47phox inh -17.
Screening O=C(O)c1cnc(-c2ccccc2)nc1C(F)(F)F returned EBV gp42 inh 5, Hck-Nef inh 3, Runt-SMMHC FRET -3, Runt-CBFb FRET -1, Tb hexokinase -7, 14-3-3 Bad inh -5, L929 necroptosis 0.0, MDM2 E3 inh 3 and p47phox inh 2.
Screening Cc1nc2ccccc2c(=O)n1NC(=O)c1cncc(Br)c1 returned EBV gp42 inh -16, Hck-Nef inh 14, Runt-SMMHC FRET -3, Runt-CBFb FRET 2, Tb hexokinase -4, 14-3-3 Bad inh -7, L929 necroptosis 1.5, MDM2 E3 inh -25 and p47phox inh -12.
`O=C(CN1C(=O)CCC1=O)Nc1ccc(Cc2ccc(NC(=O)CN3C(=O)CCC3=O)cc2)cc1` gave EBV gp42 inh 7, Hck-Nef inh 13, Runt-SMMHC FRET -2, Runt-CBFb FRET 1, Tb hexokinase 0, 14-3-3 Bad inh -21, L929 necroptosis 2.5, MDM2 E3 inh -23 and p47phox inh -5.
Screening CCOC(=O)N1CCN(C(=O)CCSc2ccc(C)cc2)CC1 returned EBV gp42 inh -4, Hck-Nef inh 1, Runt-SMMHC FRET -4, Runt-CBFb FRET -7, Tb hexokinase 1, 14-3-3 Bad inh -6, L929 necroptosis 2.3, MDM2 E3 inh -8 and p47phox inh -4.
For O=C(COC(=O)c1ccccc1Br)Nc1ccccc1F the results were EBV gp42 inh -7, Hck-Nef inh 20, Runt-SMMHC FRET 0, Runt-CBFb FRET -1, Tb hexokinase -3, 14-3-3 Bad inh -24, L929 necroptosis 2.1, MDM2 E3 inh -11 and p47phox inh -7.
Screening Cc1ccc(C(=O)NCc2ccccn2)o1 returned EBV gp42 inh 6, Hck-Nef inh 2, Runt-SMMHC FRET -2, Runt-CBFb FRET -1, Tb hexokinase 1, 14-3-3 Bad inh 5, L929 necroptosis -0.5, MDM2 E3 inh -13 and p47phox inh 29.
`CC(C)Oc1ccc(/C=C/C(=O)NCC2COc3ccccc3O2)cc1` (configuration not stated) gave EBV gp42 inh 6, Hck-Nef inh 17, Runt-SMMHC FRET 4, Runt-CBFb FRET -3, Tb hexokinase -6, 14-3-3 Bad inh -24, L929 necroptosis 0.7, MDM2 E3 inh -7 and p47phox inh -14.
`CCOc1ccc(-n2c(C)cc(/C=N/N(C)C)c2C)cc1` gave EBV gp42 inh -2, Hck-Nef inh -11, Runt-SMMHC FRET 2, Runt-CBFb FRET -1, Tb hexokinase -7, 14-3-3 Bad inh -7, L929 necroptosis -0.9, MDM2 E3 inh -7 and p47phox inh -14.
Screening CC1(C)CC(NC(=O)C23CCC(C)(C2Br)C3(C)C)CC(C)(C)N1 (configuration not stated) returned EBV gp42 inh -5, Hck-Nef inh 0, Runt-SMMHC FRET 1, Runt-CBFb FRET 0, Tb hexokinase -2, 14-3-3 Bad inh -1, L929 necroptosis 0.1, MDM2 E3 inh -4 and p47phox inh -1.
CCC(=O)N1CCN(c2ccc(NC(=S)NC(=O)c3cccc([N+](=O)[O-])c3)cc2)CC1 was read as EBV gp42 inh -10, Hck-Nef inh -1, Runt-SMMHC FRET 4, Runt-CBFb FRET 3, Tb hexokinase -9, 14-3-3 Bad inh -6, L929 necroptosis 0.4, MDM2 E3 inh -12 and p47phox inh -4.
Cc1ccc(NC(=S)NCCc2ccc(S(N)(=O)=O)cc2)cc1C was read as EBV gp42 inh -14, Hck-Nef inh 4, Runt-SMMHC FRET 0, Runt-CBFb FRET 1, Tb hexokinase 3, 14-3-3 Bad inh -7[fluorescence artefact?], L929 necroptosis 1.4, MDM2 E3 inh 5 and p47phox inh -3.
`CC1CCCCN1C(=O)CSc1nc(-c2ccccc2)cc(=O)[nH]1` (configuration not stated) gave EBV gp42 inh -4, Hck-Nef inh 0, Runt-SMMHC FRET 0, Runt-CBFb FRET 1, Tb hexokinase 0, 14-3-3 Bad inh -7[fluorescence artefact?], L929 necroptosis 0.5, MDM2 E3 inh -4 and p47phox inh -12.
`CCN(CC)S(=O)(=O)c1ccc(S(=O)(=O)N2CCN(C(=O)c3ccco3)CC2)cc1` gave EBV gp42 inh 1, Hck-Nef inh 15, Runt-SMMHC FRET 1, Runt-CBFb FRET -2, Tb hexokinase -2, 14-3-3 Bad inh 12, L929 necroptosis -0.8, MDM2 E3 inh -2 and p47phox inh 1.
For CC(C(=O)NN=C(c1ccccc1)c1ccccc1)N1CCOCC1 (configuration not stated) the results were EBV gp42 inh 2, Hck-Nef inh 6, Runt-SMMHC FRET -1, Runt-CBFb FRET 0, Tb hexokinase 1, 14-3-3 Bad inh -7, L929 necroptosis 0.4, MDM2 E3 inh -9 and p47phox inh -15.
`Cc1cccc(C)c1NC(=O)CSc1nnc(-c2cccnc2)o1` gave EBV gp42 inh 10, Hck-Nef inh 24, Runt-SMMHC FRET 1, Runt-CBFb FRET 0, Tb hexokinase -4, 14-3-3 Bad inh -13, L929 necroptosis 0.8, MDM2 E3 inh -19 and p47phox inh -3.
`Cn1c(SCc2ccccn2)nnc1-c1cnccn1` gave EBV gp42 inh -3, Hck-Nef inh -2, Runt-SMMHC FRET 2, Runt-CBFb FRET 0, Tb hexokinase -1, 14-3-3 Bad inh -4, L929 necroptosis 1.6, MDM2 E3 inh -18 and p47phox inh 3.

2 entries drawn at random from those above:
Screening O=C(NNC(=O)c1csc(-c2cnccc2C(F)(F)F)n1)c1ccc(C(F)(F)F)cc1 returned EBV gp42 inh -5, Hck-Nef inh -2, Runt-SMMHC FRET 0, Runt-CBFb FRET -1, Tb hexokinase -13, 14-3-3 Bad inh -7, L929 necroptosis 2.5, MDM2 E3 inh -5 and p47phox inh 1.
`O=C(CN1C(=O)CCC1=O)Nc1ccc(Cc2ccc(NC(=O)CN3C(=O)CCC3=O)cc2)cc1` gave EBV gp42 inh 7, Hck-Nef inh 13, Runt-SMMHC FRET -2, Runt-CBFb FRET 1, Tb hexokinase 0, 14-3-3 Bad inh -21, L929 necroptosis 2.5, MDM2 E3 inh -23 and p47phox inh -5.

The list goes on:
Screening O=C(CCNS(=O)(=O)c1ccc(Cl)cc1)NCc1cccnc1 returned EBV gp42 inh -21, Hck-Nef inh 1, Runt-SMMHC FRET -1, Runt-CBFb FRET -2, Tb hexokinase 4, 14-3-3 Bad inh 17[fluorescence artefact?], L929 necroptosis 0.0, MDM2 E3 inh -2 and p47phox inh 1.
For CCOc1ccc(CC2S/C(=N/N=C/c3ccco3)NC2=O)cc1 (configuration not stated) the results were EBV gp42 inh -7, Hck-Nef inh 3, Runt-SMMHC FRET 4, Runt-CBFb FRET -3, Tb hexokinase -31, 14-3-3 Bad inh -7, L929 necroptosis 2.2, MDM2 E3 inh 9 and p47phox inh 1.
CCCCn1c(C)cc(/C=C(\C#N)C(=O)O)c1C was read as EBV gp42 inh 1, Hck-Nef inh 1, Runt-SMMHC FRET 4, Runt-CBFb FRET -2, Tb hexokinase -27, 14-3-3 Bad inh -7, L929 necroptosis 0.3, MDM2 E3 inh -5 and p47phox inh -10.
`CCc1nn(C(C)C(=O)NCCc2ccc(OC)c(OC)c2)c(=O)c2cc3occc3n12` (configuration not stated) gave EBV gp42 inh -19, Hck-Nef inh -11, Runt-SMMHC FRET 1, Runt-CBFb FRET 1, Tb hexokinase 2, 14-3-3 Bad inh 89*, L929 necroptosis 0.0, MDM2 E3 inh -18 and p47phox inh -14.
CC(C)COc1cccc(C(=O)NC(=S)Nc2cccc(NC(=O)c3ccccc3Cl)c2)c1 was read as EBV gp42 inh 2, Hck-Nef inh 2, Runt-SMMHC FRET 6, Runt-CBFb FRET 4, Tb hexokinase 2, 14-3-3 Bad inh 8[fluorescence artefact?], L929 necroptosis -0.2, MDM2 E3 inh -11 and p47phox inh -16.
`O=C(c1cc(S(=O)(=O)N2CCOCC2)c(Cl)cc1Cl)N1CCCCC1` gave EBV gp42 inh -18, Hck-Nef inh -1, Runt-SMMHC FRET 0, Runt-CBFb FRET 2, Tb hexokinase 4, 14-3-3 Bad inh -2, L929 necroptosis 0.0, MDM2 E3 inh 6 and p47phox inh -12.
For COc1cc(N=Nc2cccc(S(N)(=O)=O)c2)c2ccccc2c1N the results were EBV gp42 inh 2, Hck-Nef inh 0, Runt-SMMHC FRET -5, Runt-CBFb FRET 4, Tb hexokinase -6, 14-3-3 Bad inh -3, L929 necroptosis 0.4, MDM2 E3 inh -26 and p47phox inh -79.
`Cc1cc(C)nc(N2CCC(C(=O)NCc3cccs3)CC2)n1` gave EBV gp42 inh -3, Hck-Nef inh 6, Runt-SMMHC FRET -2, Runt-CBFb FRET -1, Tb hexokinase 3, 14-3-3 Bad inh -6, L929 necroptosis 0.7, MDM2 E3 inh -8 and p47phox inh 9.

Screens: PubChem BioAssay, several laboratories
